Bioassay records: PubChem, several laboratories
Vif imaging = blocks HIV Vif function; 0.35% of 340,000 active; HEK293T cells, Vif self-association by quenched fluorescence, imaging, 24 h; inhibition, % at 7.49 µM; in the data active = inhibition above about 50%, passing the limit was not always enough; inconclusive = no clear call, values can overlap the other calls; inactive = below about 31%; note: some results filed as inactive read as strong as hits
iPSC survival up = hiPSC single-cell survival enhancement | ATPlite luminescence; 100% = ROCK inhibitor wells, 0% = DMSO | survival enhancement, % at 20 µM | AID 602274 | 0.044% of 360,000 active; in the data active = survival enhancement above about 18%;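 note: cells exposed to compounds for 16 hours before the ATP read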
CaV13 FRET inh = Disruptors of the CACNA1D IQ motif to Ca2+-dependent inactivation inhibitor domain association, primary screening, Förster resonance energy transfer in intact living …; HEK cells, CFP/YFP FRET ICDI-IQ, plate reader, 10 min; percent FRET-ratio fall versus neutral wells; inhibition, % at 12.3 µM; 0.098% of 340,000 active; AID 743397;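 active = mean replicate inhibition of at least 30% and at least 1% of replicates passing that level; inconclusive = only one of the two criteria is met; inactive = neither criterion is met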;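 note: 0% = median of the neutral control wells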
PDI turbidity = blocks human protein disulfide isomerase activity | P07237 | PDI insulin aggregation turbidity, A650, 90 min | inhibition, % at 10 µM | 0.052% of 350,000 active | AID 588391;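 active = mean inhibition across replicates of 30% or more, whatever share of single replicates reach that level; inconclusive = mean inhibition below 30% while every single replicate reaches 30%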;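 note: absorbance from insulin aggregation driven by PDI reduction with DTT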
Target sequence (P07237 whole entry, looked up): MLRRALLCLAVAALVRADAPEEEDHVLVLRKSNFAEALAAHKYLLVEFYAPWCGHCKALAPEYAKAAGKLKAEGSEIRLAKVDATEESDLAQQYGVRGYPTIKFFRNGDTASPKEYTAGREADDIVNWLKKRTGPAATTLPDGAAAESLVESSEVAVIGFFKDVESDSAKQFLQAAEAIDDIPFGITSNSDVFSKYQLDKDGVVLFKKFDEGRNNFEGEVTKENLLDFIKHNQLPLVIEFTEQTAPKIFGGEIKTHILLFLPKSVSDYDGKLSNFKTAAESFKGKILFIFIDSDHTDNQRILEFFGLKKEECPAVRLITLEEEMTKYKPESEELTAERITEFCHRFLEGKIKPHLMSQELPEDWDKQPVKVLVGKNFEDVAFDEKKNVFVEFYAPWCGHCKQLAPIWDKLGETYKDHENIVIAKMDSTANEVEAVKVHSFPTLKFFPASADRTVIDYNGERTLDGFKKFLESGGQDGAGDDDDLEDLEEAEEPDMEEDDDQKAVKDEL
ABCB6 inh MLPCN = blocks the human ABCB6 transporter; AID 602162; fluorescence ratio to DMSO, % at 10 µM; 0.19% of 360,000 active; K562-ABCB6 porphyrin accumulation, flow cytometry, 1 h; stronger effect = lower value;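 active = fluorescence ratio to DMSO below 75%, the collection mean minus 3 SD; inconclusive = too few cells collected in the well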;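 note: signal is porphyrin accumulated inside mitochondria; 100% equals median channel fluorescence of DMSO control wells; lower ratio means ABCB6 inhibition with less porphyrin fluorescence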
m5-HT2A agonist = agonists of mouse serotonin 5-HT2A receptor (HTR2A); AID 624169; P35363; 0.66% of 360,000 active; activation, % at 7.6 µM; CHO-K1 mHTR2A beta-arrestin complementation, luminescence; percent of 30 µM serotonin response;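 active = activation above a run cutoff, the mean activation of all tested compounds plus 3 SD, cut at about 14% in these data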;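 note: 0% = plate median of compound wells and 100% = 30 µM serotonin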
Target sequence (P35363 whole entry, looked up): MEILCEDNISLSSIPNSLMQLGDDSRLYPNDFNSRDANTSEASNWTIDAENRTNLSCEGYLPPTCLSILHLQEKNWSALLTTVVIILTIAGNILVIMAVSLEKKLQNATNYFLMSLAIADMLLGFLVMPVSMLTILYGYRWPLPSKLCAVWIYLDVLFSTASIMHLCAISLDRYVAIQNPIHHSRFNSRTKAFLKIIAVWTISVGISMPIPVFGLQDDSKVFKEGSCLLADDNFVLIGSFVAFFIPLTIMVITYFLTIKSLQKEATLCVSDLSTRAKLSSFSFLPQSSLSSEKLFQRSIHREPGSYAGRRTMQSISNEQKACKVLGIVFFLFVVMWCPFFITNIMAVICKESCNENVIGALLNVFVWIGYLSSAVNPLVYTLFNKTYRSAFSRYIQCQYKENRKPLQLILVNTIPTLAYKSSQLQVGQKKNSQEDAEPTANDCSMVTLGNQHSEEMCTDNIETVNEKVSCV
aDG glyco up = increases alpha dystroglycan glycosylation; activation, % at 10 µM; Pro5-aDG cells, alpha-DG glycosylation AlphaScreen (IIH6); 0% Pro5, 100% B10-LARGE cell signal; AID 624168; 0.22% of 360,000 active;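 active = activation of at least 8% versus controls, or a plate z-score of at least 8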;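 note: Pro5 are CHO cells carrying HIG-tagged alpha-DG that lacks glycosylation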
Glyco luc inh = N-linked glycosylation inhibition; D54 ERlucT glycosylation luciferase reporter, 24 h; percent of 100 nM tunicamycin response; reporter increase, % at 12.5 µM; 0.23% of 360,000 active; AID 588692;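 active = mean luciferase reporter signal, scaled so untreated is 0 and the glycosylation-blocking control 100, at or above a set limit in every replicate; inconclusive = mean reaches the limit but not every replicate does; inactive = mean below the limit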;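 note: luciferase carries N-glycosylation sites so blocking glycosylation raises the light; 0% = median of neutral control wells and 100% = median of 100 nM tunicamycin wells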
H9c2 protect = modulators protecting cardiomyocytes from myocardial damage | H9c2 cardiomyocytes, H2O2 injury protection, ATPLite, 2 h | protection from H2O2 cell death, % at 20 µM | 0.63% of 360,000 active | AID 588492;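 active = compounds giving at least 50% protection of heart cells from peroxide-induced death in the single-dose screen, raw or plate-pattern-corrected value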;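 note: 0% = DMSO wells with peroxide and 100% = DMSO wells without peroxide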
Exocytosis inh = lytic granule exocytosis inhibition. TALL-104 LAMP-1 surface exposure, flow cytometry; cells stimulated with thapsigargin and PMA. inhibition, % at 10 µM. 0.66% of 360,000 active;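 active = inhibition above about 55%, limit read from the data; inconclusive = no clear call, values can overlap the other calls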
Starred values were filed as active, the others as inactive; ? = inconclusive; . = not tested or not shown.

SMILES	Vif imaging	iPSC survival up	CaV13 FRET inh	PDI turbidity	ABCB6 inh MLPCN	m5-HT2A agonist	aDG glyco up	Glyco luc inh	H9c2 protect	Exocytosis inh
COc1ccc(C2SCCN2C(=S)Nc2cccc(C(F)(F)F)c2)cc1 (stereo unspecified)	1	9.5	-5	-16	101	5	-0.1	2	-1	23
O=C(Nc1nc(-c2ccco2)c(-c2ccco2)s1)C1CCC1	5	1.5	-5	-14	92	3	-0.4	0	-6	37
O=C(COc1ccccc1F)NCc1nc2ccccc2[nH]1	10	-0.7	8	10	100	12	-0.2	-1	0	-3
COc1ccc(CCN(C)CC(=O)Nc2ccc(F)c(Cl)c2)cc1OC	0	-0.1	1	-2	92	1	0.1	-1	0	6
CCN(NC(=O)C(O)(c1ccccc1)c1ccccc1)C(=O)c1ccccc1	-1	-0.7	-13	-2	96	1	-0.1	3	1	29
CCOC(=O)N1N=C(c2ccccc2)CC1(O)C(C)(F)F (stereo unspecified)	4	-0.2	1	5	102	-2	0.0	0	2	-3
O=C1CCCN1CC(O)CS(=O)(=O)Cc1ccc(Cl)cc1 (stereo unspecified)	2	-0.4	-16	9	99	4	0.0	-1	0	1
CCOC(=O)C1(Cc2ccccc2C)CCCN(S(=O)(=O)CC)C1 (stereo unspecified)	-5	-0.4	-5	1	100	1	0.1	0	0	-7
COc1ccc(CNC(=O)C(NC(C)=O)C(=O)Nc2ccc(OC)cc2)cc1 (stereo unspecified)	-2	6.9	-4	-8	100	1	-0.2	-4	13	-2
Cc1ccc(NC(=O)CSc2cn[nH]n2)cc1	11	0.5	-3	0	99	-7	0.1	3	11	1
C#CC1(O)CC(C)N(C)C(C)C1 (stereo unspecified)	-20	0.7	-2	5	94	4	0.0	4	-3	0
Cc1cc2ncn(C(=O)c3c(-c4ccccc4)noc3C)c2cc1C	?	0.1	.	4	98	-2	0.0	3	-1	2
CC(C)Oc1snc(Cl)c1C(N)=O	-10	15	-8	15	89	1	0.0	2	-7	6
O=C(NCC1CCCO1)c1ccc2c(c1)N(Cc1ccccc1)C(=O)CS2=O (stereo unspecified)	-2	0.7	-7	-4	98	3	-0.1	2	4	28
COc1cccc(-c2nc(CS(=O)(=O)CC(=O)Nc3c(C)cccc3C)c(C)o2)c1	1	1.0	-8	.	90	1	0.0	-1	-9	-4
CCOC(=O)C1=C(C)NC(C)=C(C(=O)OCC)C1C(=O)OCC(=O)N(CC)C1CCS(=O)(=O)C1 (stereo unspecified)	-1	-0.7	-4	1	99	7	-0.2	2	-2	-3
COc1ccc(CN2C(=O)CSCC2(C)C(=O)Nc2ccc3c(c2)OCCO3)cc1 (stereo unspecified)	.	.	-9	.	.	-5	-0.3	.	.	8
COc1ccc(NC(=O)CSc2nnc3ccc(-c4ccccn4)nn23)c(OC)c1	-13	0.2	-5	-3	104	1	-0.1	1	2	1
COc1ccc2oc(C(=O)OCC(=O)N3CCCC3=O)c(C)c2c1	-13	0.2	-6	0	94	5	0.0	2	5	-1
COc1cccc(C2CC(c3ccccc3OC)n3ncnc3N2)c1 (stereo unspecified)	12	2.2	-2	.	100	3	0.0	2	7	4
Cc1ccc(CN(C)C(=O)C2CCC(=O)N(C3CCCCCC3)C2)cc1 (stereo unspecified)	7	0.8	-12	3	106	-3	-0.3	2	4	8
CSc1cc(-c2ccccc2)n(Cc2ccccc2Cl)c(=O)c1C#N	5	0.7	-2	-1	97	0	-0.4	7	-14	0
CN(Cc1nc(-c2ccccn2)no1)S(=O)(=O)c1ccc(Cl)cc1	0	1.8	-9	0	105	1	-0.2	-1	5	-6
Cc1cc(S(=O)(=O)NCc2ccccc2)ccc1OCC(=O)NCc1ccncc1	8	0.8	-9	-8	102	-1	0.0	-1	4	-8
Cc1ccc(/C=C/C(=O)O)cc1S(=O)(=O)N(C)CCO	7	-1.0	-3	9	100	-2	0.0	0	2	-1
N#CCSc1nnc2c(Cl)cc(Cl)cn12	-5	-0.7	.	-1	94	0	-0.1	4	10	-2
O=C(CCC1CCN(C(=O)CC2=CCCCC2)CC1)NCc1ccc(F)cc1	-4	3.0	-9	3	91	-8	-0.1	-1	3	1
C=CCOc1ccn(C)c(=O)n1	-6	0.8	-18	-6	98	6	0.1	2	3	32
CC(C)[C@@H](C(=O)N[C@@H](C(=O)O)c1ccccc1)N1C(=O)N2CCc3c([nH]c4ccccc34)[C@@]2(C)C1=O	-4	0.6	.	.	99	-2	-0.4	-4	-3	-3
COc1ccccc1/C=C1\SC(=S)N(CCC(=O)NCCCn2ccnc2)C1=O	?	-0.3	-3	4	93	-3	0.3	-1	-5	0
COc1ccc(NC2=C3CC(C)CC=C3N(c3ccc(OC)cc3)C2=O)cc1 (stereo unspecified)	-2	2.2	4	5	93	3	0.4	-5	-7	21
CCCc1nnc(NC(=O)CCC(=O)N2CCN(c3nc(C)cc(C)n3)CC2)s1	-1	0.0	-4	5	94	0	0.0	0	3	10
CCOc1ccccc1N1CCN(Cc2cccc(OC)c2O)CC1	2	2.8	-6	3	105	-1	-0.1	-1	4	-1
CCc1ccc(CN2CCC(C(=O)Nc3cccc(-c4nnc(C)s4)c3)CC2)o1	.	-0.6	.	-4	93	-12	0.5	2	1	-17
O=C(Cc1ccc(Cl)cc1)OCc1nnc(-c2ccccc2)o1	-2	-1.2	7	11	101	3	0.7	3	-5	12
Cc1c(NC(=O)c2ccc(Br)s2)c(=O)n(-c2ccccc2)n1C	-2	-0.2	-2	7	97	1	-0.1	3	1	1
CCN(CC)CCCNC(=O)c1cc(-c2ccc(O)cc2)on1	1	-1.2	-6	.	97	-6	-0.1	-1	4	1
O=C(NCCc1ccc(C(F)(F)F)cc1)C1COc2ccccc2O1 (stereo unspecified)	-2	-0.5	-18	0	98	0	-0.1	-1	3	-6
Cc1ccc(S(=O)(=O)N(C)CCCC(=O)Nc2ccc(F)cc2)cc1	-7	1.0	-7	11	100	0	0.5	-2	-9	-2
O=C(c1ccc2c(c1)OCO2)N1CCN(S(=O)(=O)N2CCCCC2)CC1	.	0.1	-4	1	97	0	0.0	-1	7	3
Cc1ccc(C(=O)N2CCN(c3ncnc4c3cnn4-c3ccccc3)CC2)cc1	1	-1.9	-3	0	98	3	0.6	-1	-14	0
Cc1ccc(S(=O)(=O)Nc2ccc(C(=O)NCCCN3CCOCC3)cc2)cc1[N+](=O)[O-]	-6	-0.2	-4	8	96	-5	0.2	2	-1	11
COc1cccc(Sc2nc(-c3ccccc3)ncc2S(C)(=O)=O)c1	-11	0.2	-2	0	95	-2	-0.2	-11	-11	65*
CC1CCN(Cc2c(C(=O)N/N=C/c3ccc(C(C)(C)C)cc3)nnn2-c2nonc2N)CC1	-17	-0.3	-4	-10	103	8	-0.3	23	4	?
CCOC(CNc1c([N+](=O)[O-])c(=O)n(C)c(=O)n1C)OCC	-4	-1.7	-8	-7	101	-1	-0.1	0	8	-10
O=C(NCC(=O)N1CCN(C(=O)c2ccccc2)CC1)c1ccccc1	-5	-2.1	-6	-3	99	0	-0.2	-2	3	-3
CS(=O)(=O)N(CC(=O)N1CCCC1)c1cccc(Cl)c1	.	-0.5	-5	0	95	1	-0.1	0	3	2
CCOc1ccc(NC(=O)C2CCC(CNc3c(N4CCOCC4)c(=O)c3=O)CC2)cc1 (stereo unspecified)	24	3.0	-7	-1	90	1	0.1	0	-5	10
CCCCN1CC(=O)N2[C@H](c3ccc(Cl)cc3)[C@@H]3C(=O)N(CC)C(=O)[C@@H]3[C@]2(Cc2ccccc2)C1=O	-2	0.3	-11	1	96	10	0.0	4	18	-3
COc1ccc(CCNC(=O)Cc2cc(OC)c(OC)cc2[N+](=O)[O-])cc1OC	-10	1.5	.	-4	97	0	0.2	2	5	11
OC(c1ccc(-c2ccccc2)cc1)c1ncc(-c2ccc(C(F)(F)F)cc2)[nH]1 (stereo unspecified)	-1	-2.6	-6	10	99	-4	-0.1	-2	-14	-1
O=C1Nc2ccccc2C(O)(C(=O)NCc2ccco2)N1c1ccc(Cl)cc1 (stereo unspecified)	2	1.4	.	2	101	4	-0.2	0	-3	4
CCOC(=O)c1cc2c(=O)n3cccc(C)c3nc2n(Cc2ccco2)c1=NC(=O)c1ccc(C)cc1	-3	-1.5	.	0	102	0	0.3	1	3	1
CN1CCN(C2=Nc3ccccc3Oc3ccc(Cl)cc32)CC1	14	-3.0	-4	-3	98	-3	-0.1	-3	-6	0
CCCS(=O)(=O)N1CCCC(C(=O)NCc2ccc(C)cc2)C1 (stereo unspecified)	4	-0.6	.	-1	94	0	-0.2	-2	-5	-1
Cc1nc(-c2ccccc2)sc1C1(C)CC(c2ccc([N+](=O)[O-])cc2)=NO1 (stereo unspecified)	-7	-3.2	-5	-5	94	8	-0.2	-1	-7	-6
CC(=O)c1c(C)[nH]c(C(=O)Nc2cccc(S(=O)(=O)N(C)c3ccccc3)c2)c1C	-2	-0.4	-5	-3	94	2	0.2	3	10	1
Cc1c(NC(=O)CCN2C(=O)c3ccccc3C2=O)c(=O)n(-c2ccccc2)n1C	-1	0.6	.	13	101	8	0.0	2	-3	-2
CCc1nc2ccccc2c(C(=O)OCC(=O)NCCCN2CCCC2=O)c1C	2	0.0	-4	-1	86	-1	-0.1	3	9	-2
COc1ccc(NC(=O)CSc2nnc(Cc3ccccc3)c(=O)n2N)cc1OC	-1	-0.4	-1	9	96	0	0.1	-3	6	-20
Next compounds.
SMILES	Vif imaging	iPSC survival up	CaV13 FRET inh	PDI turbidity	ABCB6 inh MLPCN	m5-HT2A agonist	aDG glyco up	Glyco luc inh	H9c2 protect	Exocytosis inh
O=C(Nc1ccccc1F)NC1CCCc2ccccc21 (stereo unspecified)	-2	-0.3	-5	2	98	1	0.0	-3	2	-20
CC1CC(C)CN(CCCn2c(=S)[nH]c3ccccc3c2=O)C1 (stereo unspecified)	4	1.5	.	0	88	1	-0.1	2	12	2
O=C(Nc1cc(Cl)c(O)c(Cl)c1)C1CCCO1 (stereo unspecified)	5	0.8	-8	-1	95	3	-0.2	0	1	-1
O=C(NNC(=O)c1ccccc1O)c1cc2ccccc2o1	7	0.2	-6	2	121	-3	0.1	1	8	1
O=C(Nc1ccc(Br)cn1)c1cccc(C(=O)Nc2ccc(Br)cn2)c1	25	-0.5	-21	5	105	-5	-0.1	1	-8	2
Cc1ccc2nc3ccc(N4CCCC4)nn3c(=O)c2c1	4	-4.3	-6	-11	101	-1	0.2	3	6	5
CC(=O)c1c(C)[nH]c(C(=O)Nc2cccc(C#N)c2)c1C	-17	-0.5	-4	3	97	-9	0.2	3	13	12
COc1cc(/C=C2\CCCc3c2nc2ccccc2c3C(=O)O)cc(Br)c1O	-2	-0.7	-5	-1	100	3	0.0	3	-3	9
COc1ccc(N2C(=O)c3cccc4cccc(c34)C2=O)nn1	.	0.4	-3	5	92	-5	0.1	-4	8	-2
COC(=O)[C@H](CC(C)C)N(Cc1ccccc1)S(=O)(=O)N(Cc1ccccc1)[C@@H](CC(C)C)C(=O)OC	-3	-1.8	-5	3	99	1	0.6	-6	-13	3

Rows are unselected, and some 3.1% of all compounds hit somewhere here.
